HSP90 inh = inhibitors of HSP90 luciferase refolding in rabbit reticulocyte lysate; luciferase refolding luminescence, 3 h; hit rate 0.91% among 290,000; inhibition, % at 5.6 µM;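 active = inhibition above the screen-wide mean plus 3 SD, computed separately per campaign, cut at about 16% in these data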;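 note: 0% = DMSO wells and 100% = 60 µM geldanamycin wells; inhibitors lower the luminescence because luciferase stays unfolded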
aSyn 5UTR inh = 5' untranslated region of α-synuclein, MLPCN primary screen. AID 1813. inhibition, % (tested at 7.5 µM). hit rate 0.82% among 300,000. alpha-synuclein 5'UTR reporter, inhibitor activity; in the data active = inhibition above about 60%;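 note: H4 neuroglioblastoma cells stably carrying SNCA 5'UTR luciferase fusion; 0% = DMSO wells and 100% = positive control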
DYRK1A inh = Dyrk1A (rat) kinase inhibition; hit rate 0.43% among 310,000; AID 504441; inhibition, % at 12.5 µM; Q63470; ADP-Glo luminescence, NFATc1 peptide; in the data active = inhibition above about 50%;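 note: plate controls were vehicle with enzyme for no effect and no enzyme for full effect; many of its hits are not listed in these tables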
HSF1 inhib = HSF1 inhibition; AID 2098; NIH3T3-HGL HSE-luciferase, MG132-induced, luminescence 8 h; active compounds read low; hit rate 0.77% among 300,000; activity change, negative = inhibition, % at 7.5 µM (by protocol);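 active = more than half of replicate wells show activity change below -50%, luminescence cut by over half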;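 note: luciferase reports HSF-1 transcriptional activity via heat shock element; 0% = median of DMSO wells and -100% = zero luminescence signal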
HSF-1 act = increases HSF-1 driven luciferase reporter signal | NIH3T3-HGL HSF-1 luciferase reporter, MG132, 8 h; 100% = twice DMSO control signal | activation, % at 9 µM | hit rate 1.7% among 300,000;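 active = mean replicate activation of at least 50% with a set share of replicates each reaching 50%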;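 note: 0% = median of the neutral control wells and 100% = twice that signal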
GSK3 alpha inh = blocks human GSK-3 alpha kinase. P49840. ADP-Glo luminescence, 60 min. inhibition, % at 10 µM. hit rate 0.1% among 320,000. AID 2650;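 in the data active = inhibition above about 50%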;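 note: GST-tagged GSK-3 alpha with peptide substrate and 25 µM ATP; 0% = DMSO neutral wells and 100% = GW8510 positive control wells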
Target sequence (P49840 whole entry, looked up): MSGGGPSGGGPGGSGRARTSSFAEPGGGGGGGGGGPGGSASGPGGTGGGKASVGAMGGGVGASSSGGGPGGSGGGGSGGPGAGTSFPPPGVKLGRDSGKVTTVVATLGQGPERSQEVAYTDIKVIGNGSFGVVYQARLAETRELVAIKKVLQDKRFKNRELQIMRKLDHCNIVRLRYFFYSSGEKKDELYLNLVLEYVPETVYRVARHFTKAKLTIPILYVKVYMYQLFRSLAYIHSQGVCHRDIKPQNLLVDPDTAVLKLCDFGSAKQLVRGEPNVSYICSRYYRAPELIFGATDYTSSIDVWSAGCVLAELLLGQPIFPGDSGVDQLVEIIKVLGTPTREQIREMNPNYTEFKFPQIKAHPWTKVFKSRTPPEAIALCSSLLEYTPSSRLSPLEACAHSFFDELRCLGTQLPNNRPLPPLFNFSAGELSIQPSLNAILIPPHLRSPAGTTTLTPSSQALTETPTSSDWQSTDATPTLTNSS
Platelet DG rel = modulates dense granule release in human platelets; human platelet-rich plasma, SFLLRN dense granule ATP release, luminescence; inhibition, %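 (compounds screened at 7.5 µM in platelet-rich plasma)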; AID 1663; hit rate 0.22% among 300,000;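 active = mean replicate score, as percent of positive control, at or above 50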
KLF5 inhibitor = kruppel-like factor 5 inhibition. hit rate 0.23% among 290,000. inhibition, % at 5 µM. DLD-1 KLF5 promoter-luciferase reporter, luminescence;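 active = inhibition above a per-plate limit of that plate's mean compound inhibition plus 3 SD, cut at about 60% in these data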;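 note: 0% = DMSO wells and 100% = LY294002 at 200 µM; higher means less KLF5 promoter-driven luciferase light; inactives centre near -14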
IEC-6 tox = kills IEC-6 intestinal cells in KLF5 counter-screen | IEC-6 cytotoxicity, luminescence viability | hit rate 0.78% among 290,000 | AID 1825 | inhibition, % at 5 µM; in the data active = inhibition above about 22%;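 note: 0% = plate median of test compound wells and 100% = cytotoxic reference compound wells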
GSK3B inh = blocks human GSK3beta kinase activity; GST-GSK3beta kinase, ADP-Glo luminescence, 60 min; active compounds read low; activity score (negative = inhibition), % at 10 µM; P49841; hit rate 0.038% among 300,000; AID 2097;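 active = more than half of replicate wells score below -50%, meaning over 50% inhibition versus plate controls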;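 note: 0% = median DMSO wells and -100% = median GW8510 positive control wells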
Target sequence (P49841 whole entry, looked up): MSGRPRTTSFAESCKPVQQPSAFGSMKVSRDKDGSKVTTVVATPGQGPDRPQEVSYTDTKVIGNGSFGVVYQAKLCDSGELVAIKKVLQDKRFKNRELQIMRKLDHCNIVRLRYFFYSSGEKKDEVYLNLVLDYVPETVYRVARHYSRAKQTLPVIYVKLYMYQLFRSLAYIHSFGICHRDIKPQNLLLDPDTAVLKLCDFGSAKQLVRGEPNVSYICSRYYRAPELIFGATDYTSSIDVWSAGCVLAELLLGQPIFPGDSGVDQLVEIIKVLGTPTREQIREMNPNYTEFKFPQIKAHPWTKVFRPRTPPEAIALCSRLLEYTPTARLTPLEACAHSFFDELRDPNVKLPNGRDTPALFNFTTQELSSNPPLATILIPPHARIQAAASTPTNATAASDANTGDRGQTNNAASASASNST
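Assay system: GST-tagged human GSK3beta kinase, cell-free; Input: 1.6 ng GSK3beta; Medium: Tris/MgCl2 kinase buffer; Timing: 60 min enzyme reaction, room temperature; Signal: ADP-Glo luminescence quantifying ADP generated by kinase; Evaluation: score relative to plate controls; Benchmarks: DMSO neutral wells and GW8510 at 20 µM as positive.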
* hit, by the source's call; nt = not tested or not shown. A portion of the library. The share of hits here may be higher or lower than overall.

SMILES | HSP90 inh | aSyn 5UTR inh | DYRK1A inh | HSF1 inhib | HSF-1 act | GSK3 alpha inh | Platelet DG rel | KLF5 inhibitor | IEC-6 tox | GSK3B inh
CCCOc1ccc(-c2c(=O)n(OCc3ccc([N+](=O)[O-])cc3)c3ccccc3[n+]2[O-])cc1 | -9 | -50 | 3 | 20 | 22 | -2 | 4 | -17 | 4 | 2
CCn1c(=O)cc(C(=O)OC)sc1=Nc1ccc(F)c(F)c1 | 3 | -18 | -7 | 20 | 31 | 2 | -1 | -8 | -6 | 1
Cc1ccnc(NC(=O)c2ccc(NS(=O)(=O)/C=C/c3ccccc3)cc2)c1 | nt | -22 | 6 | 2 | -1 | -2 | nt | nt | nt | -1
CCN(c1cccc(C)c1)S(=O)(=O)c1cccc(C(=O)O)c1 | 6 | 16 | -1 | 1 | -3 | 0 | -5 | -21 | 0 | 1
COc1ccc(S(=O)(=O)N2CCC(C(=O)NC3CCCCC3C)CC2)cc1 (stereo not drawn) | 4 | 5 | -2 | -4 | -2 | 0 | -2 | 12 | -2 | nt
Cc1nnc(NC(=O)c2ccccc2-c2ccccc2C(=O)O)s1 | 5 | 22 | -8 | -5 | 3 | 0 | -16 | -4 | -6 | -4
COc1ccc(N(C(=O)c2ccco2)C(C(=O)NC2CCCCC2)c2ccccc2)cc1 (stereo not drawn) | -2 | -36 | -7 | 9 | 23 | 1 | 1 | -28 | 6 | 1
O=S(=O)(c1ccc2ccccc2c1)N1CCN(C(=S)Nc2ccc(F)cc2)CC1 | 1 | 2 | -2 | -28 | -44 | -1 | 24 | -23 | 0 | 3
CN(C)/N=C/c1cc([N+](=O)[O-])ccc1O | -1 | 11 | -4 | -3 | -9 | 1 | 16 | -25 | -4 | 3
CCCCCc1cc(=O)oc2c(C(CCN3CCCCC3)c3ccc4c(c3)OCO4)c(OC)cc(OC)c12 (stereo not drawn) | nt | 30 | 6 | -2 | -11 | 2 | 0 | nt | nt | -1
O=C(Nc1ccc2[nH]c(=O)[nH]c2c1)Nc1ccc(F)cc1F | 2 | 7 | 13 | 1 | 16 | 0 | 8 | 5 | -1 | 1
COc1cc(NC(=O)C2CCCO2)c(C(=O)O)cc1OC (stereo not drawn) | 1 | 30 | -2 | 19 | 48 | -2 | -1 | -19 | -4 | 4
O=C(Nc1cc(Cl)ccc1N1CCOCC1)c1cccnc1Cl | -2 | 7 | nt | -4 | 12 | 1 | -3 | 3 | 5 | -4
O=C(Nc1nnc(-c2ccc(Cl)cc2)o1)Nc1ccccc1F | 3 | -11 | 10 | 4 | 0 | -1 | 0 | -29 | 4 | -2
C=C(CCC(=O)c1ccccc1)C(=O)c1ccccc1 | 4 | -23 | 0 | 70 | 103* | 0 | -7 | -21 | 18 | 1
Cc1ccc(NC(=O)ON=C2CCCC2)cc1 | 6 | -205 | -5 | 7 | 0 | -3 | -3 | -15 | -1 | 2
CC(=O)N1CN(C2CC(C)(C)NC(C)(C)C2)Cc2c1sc1c2CCCC1 | -2 | -3 | -2 | -8 | -7 | -2 | 0 | -11 | 6 | -4
C[C@@H](N)C(=O)NC[C@H]1CC[C@H](C(=O)N[C@@H](Cc2ccccc2)C(=O)O)CC1 | -4 | -12 | 2 | -6 | -5 | -1 | -1 | -27 | -5 | 3
CC(C)CCN1CCN(Cc2cnc(-c3ccccc3)s2)CC1CCO (stereo not drawn) | 5 | 19 | 3 | -8 | -5 | -2 | -6 | -22 | 2 | -3
N/C(Cc1cccc2ccccc12)=N\OC(=O)c1ccc2c(c1)OCO2 | 3 | -7 | 2 | 4 | -11 | 0 | 9 | -27 | -2 | 2
CCN(CC)c1ccc(NC(=O)c2cc(Cl)ccc2OC)cc1 | -3 | -63 | -3 | 9 | 9 | -1 | 5 | -68 | 4 | -3
Cc1cc2cc(CCNS(C)(=O)=O)c(=O)[nH]c2cc1C | 2 | 3 | 4 | 6 | 19 | 0 | 3 | -4 | 0 | 0
CCOC(=O)C(NC(=O)c1ccc(OC)cc1)(Nc1cc(C)on1)C(F)(F)F (stereo not drawn) | 2 | 0 | -1 | -5 | 5 | -23 | -8 | -13 | 0 | -6
Cc1cc(N/C=C\C(=O)c2ccc(Cl)c(Cl)c2)no1 | 0 | -231 | 2 | 35 | 55* | -1 | 3 | -38 | 5 | -4
Cc1cccc(C)c1NC(=O)c1sccc1SCc1cccc(C(F)(F)F)c1 | 1 | -10 | 0 | 32 | 42 | -2 | -2 | -12 | 4 | -1
NC(=O)CC(NC(=O)c1ccccc1)C(=O)O (stereo not drawn) | nt | 1 | 1 | -5 | -1 | -2 | -1 | nt | nt | -2
COc1ccc(C2C(C(=O)c3cccs3)=C(O)C(=O)N2CCN2CCOCC2)c(OC)c1 (stereo not drawn) | -2 | 9 | 2 | -4 | -10 | -2 | -6 | -37 | 2 | 0
Cc1noc(C)c1CS(=O)(=O)c1ccc([N+](=O)[O-])cc1 | -1 | -26 | 2 | 0 | 29 | 0 | 2 | -28 | -1 | 1
CCSc1ccccc1C(=O)n1nnc2ccccc21 | 0 | nt | 0 | nt | nt | 0 | nt | -32 | -6 | nt
O=C(Nc1ccon1)c1ccc(S(=O)(=O)N2CCCCCC2)cc1 | 4 | -46 | 4 | 1 | 15 | -1 | 1 | 7 | -2 | 1
C=CCNc1nc(Cl)nc(NCc2ccco2)n1 | 5 | 18 | -4 | -1 | 3 | -1 | -3 | -41 | 4 | -4
CN1CC[n+]2cnc3ccccc3c21 | -3 | -5 | -1 | 4 | -8 | 0 | -1 | 5 | -1 | -23
COc1ccccc1NS(=O)(=O)c1ccc(Cl)c(NC(=S)NC(=O)C2CCCC2)c1 | 0 | 35 | 0 | -1 | 12 | 0 | 27 | 4 | -1 | 0
CCOC(=O)C1=C(C)N(C)C(=O)NC1c1c(O)ccc2ccccc12 (stereo not drawn) | 4 | 6 | 0 | 4 | 9 | -2 | 1 | -12 | 2 | 3
CCC(C)(C)n1nnnc1C(c1ccncc1)N1CCC(Cc2ccccc2)CC1 (stereo not drawn) | -6 | 16 | 13 | 11 | 5 | 2 | -2 | 15 | 0 | 1
O=C(O)c1cc([N+](=O)[O-])cc2c1C=Cc1ccccc1O2 | -2 | 2 | 1 | -7 | -7 | 1 | 4 | -16 | -6 | 5
CCOC(=O)Nc1ccc2c(c1)N(C(=O)CCN1CCN3CCCC3C1)c1ccccc1CC2 (stereo not drawn) | 0 | 5 | -2 | 4 | 41 | 0 | 0 | -23 | 0 | 3
OC(CN1CCCCC1)Cn1c2ccccc2c2cc(Br)ccc21 (stereo not drawn) | 5 | -8 | -1 | 6 | 13 | -1 | -7 | -12 | -3 | -1
C/C(=N\Nc1ccc(F)cc1F)c1ccc(F)cc1 | -1 | -35 | nt | -5 | -1 | -3 | 2 | -6 | 0 | 4
O=C(NNC(=S)Nc1cccc(C(F)(F)F)c1)c1ccc(Cl)cc1Cl | 5 | -13 | 27 | 8 | 16 | -3 | 5 | -16 | -5 | 5
O=C(COC(=O)Cc1cccc(C(F)(F)F)c1)Nc1ccc2c(c1)OCCO2 | 3 | -15 | -51 | -7 | 0 | -1 | -5 | -8 | -3 | -2
O=C(Nc1nc(-c2nc3ccccc3s2)cs1)c1ccco1 | -3 | -161 | -1 | 13 | 17 | -1 | 8 | -44 | 4 | 1
O=C(Cn1cnc2c(nnn2-c2ccc(F)cc2)c1=O)NCc1ccco1 | -4 | -23 | -3 | 3 | -13 | -3 | -7 | -21 | -4 | -2
COc1ccc(NC(=O)Cn2cc(C#N)c3ccccc32)cc1 | 0 | 12 | nt | 0 | -14 | -1 | -5 | -30 | 1 | 2
NC(=O)N/N=C/c1ccc(N2CCOCC2)s1 | 3 | 27 | 7 | -14 | -7 | 5 | 8 | -7 | 12 | 1
O=C(CSc1ccc(C(F)(F)F)cc1[N+](=O)[O-])Nc1ccccc1 | -3 | -75 | 0 | 12 | 5 | -2 | 21 | -43 | -1 | 2
O=C(COC(=O)CNC(=O)c1cccs1)Nc1ccccc1C(F)(F)F | 6 | -95 | 0 | -8 | -13 | 1 | 7 | 9 | 1 | -2
CCOc1cc(C=O)c(Br)cc1OC1CCCC1 | 5 | 33 | 1 | 0 | 3 | 1 | nt | 3 | 5 | -1
COC(=O)c1ccc(OCC(O)CN2C(=O)c3ccccc3S2(=O)=O)cc1 (stereo not drawn) | 0 | -6 | 1 | -5 | 6 | 0 | 6 | -17 | -2 | 3
COc1ccc(NC(=O)CN(C)C(=O)CNC(=O)c2ccc(C)s2)cc1 | nt | -4 | 17 | 1 | 1 | 0 | 9 | nt | nt | 2
O=C(O)C[C@H]1c2ccc(C(F)(F)F)cc2S(=O)(=O)N1Cc1ccccc1 | nt | 30 | 6 | -4 | -15 | -3 | -4 | nt | nt | 1
N[C@@H](CO)c1nnc([C@H](Cc2ccc(O)cc2)NC(=O)C2CCNCC2)o1 | 11 | -10 | -2 | -8 | -27 | nt | 1 | -15 | 0 | 1
COc1ccc(/C=N/NC(=O)C2COc3ccccc3O2)cc1OC (stereo not drawn) | 0 | -21 | 4 | -3 | 0 | -4 | 1 | -24 | 3 | 0
N#CCn1nnc(-c2ccc3c(c2)OCO3)n1 | 3 | 5 | 11 | -7 | -1 | 1 | -2 | -34 | -1 | -1
CCOC(=O)C1CCN(C2CC(=O)N(c3ccc(OCC)cc3)C2=O)CC1 (stereo not drawn) | 3 | 9 | -1 | -2 | -5 | 3 | -3 | -13 | 4 | 4
CCCCC(=O)NC(Nc1nc(C2CC2)cs1)(C(=O)OCC)C(F)(F)F (stereo not drawn) | -3 | 4 | -5 | -1 | 2 | -2 | -3 | 5 | 5 | -1
COc1cccc(CN(C)C(=O)c2ccc(OCC(=O)Nc3cccc(C(F)(F)F)c3)c(OC)c2)c1 | nt | 34 | -2 | -3 | 4 | -1 | 1 | nt | nt | 3
O=C(O)/C(=C\c1cccc(OCc2ccccc2)c1)c1ccc(F)cc1 | -2 | 16 | -9 | 5 | 9 | -4 | -16 | -9 | -6 | 5
O=S(=O)(c1ccc(Cl)cc1)N1CCN(S(=O)(=O)N2CCCCCC2)CC1 | 1 | -18 | 0 | -4 | -12 | -3 | 8 | -8 | 0 | 1
COc1ccc(-n2nc([N+](=O)[O-])c(=NCCc3ccc(Cl)cc3)n2O)cc1 | -1 | -13 | -3 | 10 | 29 | 0 | -2 | -24 | -1 | -2

Some of these compounds in order of their number in HSF1 inhib, descending:
canonical_smiles | HSP90 inh | aSyn 5UTR inh | DYRK1A inh | HSF1 inhib | HSF-1 act | GSK3 alpha inh | Platelet DG rel | KLF5 inhibitor | GSK3B inh
C=C(CCC(=O)c1ccccc1)C(=O)c1ccccc1 | 4 | -23 | 0 | 70 | 103* | 0 | -7 | -21 | 1
O=C(Cn1cnc2c(nnn2-c2ccc(F)cc2)c1=O)NCc1ccco1 | -4 | -23 | -3 | 3 | -13 | -3 | -7 | -21 | -2
C[C@@H](N)C(=O)NC[C@H]1CC[C@H](C(=O)N[C@@H](Cc2ccccc2)C(=O)O)CC1 | -4 | -12 | 2 | -6 | -5 | -1 | -1 | -27 | 3

From PubChem
